# Source: PubChem (several laboratories)
# D1 mod: D1 CRE-luciferase signal change, two-sided – cell-based, HEK293 D1, dopamine EC30, D1 allosteric modulator project, primary screen; D(1A) dopamine receptor (Homo sapiens), P21728; dopamine EC30 potentiation; actives deviate in either direction; B-score at 10 µM; actives 5.9% (n = 58,000); AID 641, 2007;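 active = luminescence count or its row- and column-corrected plate score outside the 99.7% band of the plate's sample wells, on either side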
# M1 agonist: M1 muscarinic receptor agonists, primary screen, CHO-M1 cells, Fluo-4 calcium, agonist mode | Muscarinic acetylcholine receptor M1 | Fluo-4 calcium fluorescence; hits give high values | B-score at 10 µM | actives 3% (n = 64,000);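 active = fluorescence rise, raw or as B-score row- and column-corrected plate score, outside the 99.7% band of its plate's samples, either direction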
# E coli RNAP: E. coli RNAP inhibitors, biochemical. DNA-directed RNA polymerase subunit beta (Escherichia coli (strain K12)), P0A8V2. E. coli RNA polymerase, fluorescence transcription assay. inhibition, %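 (tested at 10 µM)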. actives 0.2% (n = 62,000). AID 559, 2006; in the data active = inhibition above about 20%;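 also: 0% = enzyme without compound and 100% = no enzyme blank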
# Target sequence (P0A8V2 whole entry, looked up): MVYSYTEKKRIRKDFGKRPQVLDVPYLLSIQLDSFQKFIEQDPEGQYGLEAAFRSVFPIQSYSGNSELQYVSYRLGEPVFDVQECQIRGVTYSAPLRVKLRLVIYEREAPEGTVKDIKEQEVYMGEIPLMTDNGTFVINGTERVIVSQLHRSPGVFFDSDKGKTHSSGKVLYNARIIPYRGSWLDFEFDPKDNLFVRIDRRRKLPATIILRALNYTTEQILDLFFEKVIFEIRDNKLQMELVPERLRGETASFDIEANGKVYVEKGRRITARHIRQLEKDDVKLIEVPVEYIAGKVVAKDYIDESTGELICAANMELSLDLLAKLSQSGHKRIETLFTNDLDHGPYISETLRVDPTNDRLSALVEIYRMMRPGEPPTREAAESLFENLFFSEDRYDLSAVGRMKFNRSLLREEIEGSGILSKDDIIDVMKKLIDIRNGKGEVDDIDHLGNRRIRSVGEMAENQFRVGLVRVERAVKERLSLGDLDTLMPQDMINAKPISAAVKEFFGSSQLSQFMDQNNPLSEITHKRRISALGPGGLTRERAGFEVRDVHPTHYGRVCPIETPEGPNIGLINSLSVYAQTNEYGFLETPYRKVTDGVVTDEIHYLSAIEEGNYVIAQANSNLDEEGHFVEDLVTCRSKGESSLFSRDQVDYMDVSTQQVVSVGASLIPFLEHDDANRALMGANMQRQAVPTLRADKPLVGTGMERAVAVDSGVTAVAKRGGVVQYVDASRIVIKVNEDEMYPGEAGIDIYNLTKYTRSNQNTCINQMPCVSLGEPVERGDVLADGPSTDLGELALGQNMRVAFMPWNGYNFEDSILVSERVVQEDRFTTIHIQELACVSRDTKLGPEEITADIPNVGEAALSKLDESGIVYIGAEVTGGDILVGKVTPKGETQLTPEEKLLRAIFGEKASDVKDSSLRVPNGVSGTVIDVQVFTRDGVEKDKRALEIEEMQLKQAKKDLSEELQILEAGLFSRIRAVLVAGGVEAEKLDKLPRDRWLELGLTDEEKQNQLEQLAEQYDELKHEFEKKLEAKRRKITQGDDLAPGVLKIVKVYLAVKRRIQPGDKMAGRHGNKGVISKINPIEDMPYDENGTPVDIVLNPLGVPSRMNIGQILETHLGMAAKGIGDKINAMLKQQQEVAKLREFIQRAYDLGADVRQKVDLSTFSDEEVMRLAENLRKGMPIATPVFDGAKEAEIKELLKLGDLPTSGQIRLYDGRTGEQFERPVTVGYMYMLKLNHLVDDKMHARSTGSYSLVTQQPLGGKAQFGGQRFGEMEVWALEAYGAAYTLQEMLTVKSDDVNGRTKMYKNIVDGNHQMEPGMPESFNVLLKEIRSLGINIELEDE
# S1P3 agonist: human S1P3 receptor agonists, primary screen, cell-based, primary and confirmation, NFAT-BLA reporter; S1P3 NFAT-BLA reporter cells, agonism, FRET ratio; relative to 1 µM S1P, basal subtracted; activation, % at 4.5 µM; actives 0.1% (n = 60,000); AID 373, 2006;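 active = activation above the screen-wide mean plus 3 SD, cut at about 4.5% in these data, passing the limit was not always enough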; also: some compounds called inactive have numbers as strong as hits
#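 Assay system: stable CHO line with human S1P3, Gα16, NFAT-BLA reporter; Detection: FRET β-lactamase substrate fluorescence, excitation 405 nm, 460/535 nm emission ratio, background-subtracted; Read-out: percent activation versus median 1 µM S1P response, basal-subtracted, per plate; Incubation: cells plated overnight, compound 4 h 37 °C, substrate 2 h RT.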
# HEK293 NFkB inh: inhibitors of PMA/ionomycin-induced NF-kB reporter, primary screen, antigen receptor NF-kB inhibitor project, cell-based, HEK-293 luciferase reporter, luminescence; HEK-293 NF-kB luciferase reporter; inhibition, % at 3 µM; actives 0.21% (n = 62,000);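 active = inhibition above the mean of all tested compounds plus 3 SD, cut at about 40% in these data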;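 also: 0% = stimulated DMSO wells and 100% = 10 µM reference inhibitor 5653914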
#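 Timing: 1 h pretreatment, 16 h stimulation, 37 °C; system: HEK-293 cells with stable firefly luciferase reporter driven by four HIV NF-kB elements; doses: 3 µM once, 0.30% DMSO; measured by: luciferase luminescence; control set: DMSO and 10 µM reference inhibitor; repeats: single test; reagent: PMA plus ionomycin mix as NF-kB-activating stimulus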
# S1P1 ag-PAM: S1P1 agonists and agonism potentiators, primary screen, cell-based, primary and confirmation screens, CRE-bla reporter. Sphingosine 1-phosphate receptor 1 (Homo sapiens), P21453. S1P1 CRE-bla cells, forskolin, beta-lactamase FRET, potentiator mode; S1P1 agonist co-added at EC20, 2 nM; 100% = saturating reference agonist, 0% = basal. activation, % at 9.5 µM. actives 0.57% (n = 56,000). AID 449, 2006;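 active = activation above a cutoff set at the mean activation of all tested compounds plus 3 SD, cut at about 54% in these data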;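 also: forskolin at 4 µM as EC80 and the EC20 agonist is SEW2871; 100% = SEW2871 at its EC100 plus forskolin at EC80; some compounds past the cut are filed as inactive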
# M1 antag: antagonists of rat M1 muscarinic receptor | AID 628, 2007 | B-score at 10 µM | CHO-M1 cells, Fluo-4 calcium, ACh EC80 antagonist mode; hits give low values | actives 3.4% (n = 64,000);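 active = calcium fluorescence response, raw or row-and-column corrected B-score, differing from the plate sample mean either way at a set confidence level, mostly lower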
# TNAP act DEA: human TNAP enzyme activators, primary screen, biochemical, luminescent, intermediate phosphate acceptor level; Alkaline phosphatase, tissue-nonspecific isozyme (Homo sapiens), P05186; purified TNAP, CDP-star luminescence, 100 mM DEA, 30 min; hits give high values; scale: 0 levamisole-inhibited, 1 vehicle-only enzyme; activation factor at 20 µM; 64,000 tested, under 10 active; AID 813, 2007;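 active = activation factor of at least 2 at 20 µM, relative to controls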
# Jurkat viability: cytotoxicity toward Jurkat T cells, primary screen, cytotoxicity control, cell-based, Jurkat E6.1, 60K MLSMR library; Jurkat E6.1 viability, ATP luminescence, 48 h; inhibition, % at 4 µM; actives 1.2% (n = 56,000);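 active = inhibition above the mean inhibition of all tested compounds plus 3 SD, cut at about 28% in these data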
# * hit, by the source's call; · = not tested or not shown. Outcome played no part in choosing rows; 12% or so of the library scored in one or more.
SMILES,D1 mod,M1 agonist,E coli RNAP,S1P3 agonist,HEK293 NFkB inh,S1P1 ag-PAM,M1 antag,TNAP act DEA,Jurkat viability
CCOC(=O)c1sc2nc(CSCC(=O)OCc3ccc(C(=O)OC)o3)[nH]c(=O)c2c1C,-0.36,-0.77,6,0.7,1,6,-0.48,0.9,0
O=C(Nc1ccc(Cl)cc1)OCCn1nnnc1C(c1ccccc1)N1CCOCC1 (configuration not stated),0.29,-0.04,-3,-1.5,-6,24,-0.42,1,11
CC(C)N(CCc1ccncc1)C(=O)Nc1ccc(Cl)c(Cl)c1,-0.016,0.015,9,-0.2,23,-6,-1.5,0.9,-2
CC1CN(C2CCN(C(=O)c3ccccc3Cl)CC2)CC(C)O1 (configuration not stated),·,-0.51,3,-1.8,·,5,0.9,1.1,·
Cc1sc2nc(CN3CCOCC3)nc(NS(=O)(=O)c3ccc4c(c3)OCCO4)c2c1C,·,-1.7,-3,-0.1,26,5,0.3,1,6
Cc1nnc(NC(=O)CCCCCN2C(=O)C3C4C=CC(C4)C3C2=O)s1 (configuration not stated),-0.38,1.1,6,-0.3,-8,-32,-0.14,1,0
Cc1ccc(Cn2c(NCCc3ccccc3)nc3c2c(=O)n(C)c(=O)n3C)cc1,2.9,-1.1,7,-0.3,25,-9,-0.36,0.8,5
Cc1ccc(-c2noc(CCC(=O)NC3CCN(Cc4ccccc4)CC3)n2)cc1,-1.9,-0.042,5,-1.5,1,-8,-1.4,1,4
O=C(CN1CCOCC1)N(c1ccccc1)c1ccc2ccccc2c1,-1.3,-0.2,-3,-1.0,4,19,-0.46,0.9,12
Cc1ccccc1C(=O)Nc1ccc2nc3n(c(=O)c2c1)CCC3,·,-1.1,12,-0.2,-7,-31,-0.051,1,1
COc1ccc(C)cc1NS(=O)(=O)c1ccc(NS(=O)(=O)c2ccc(NC(C)=O)cc2)cc1,0.3,-0.4,8,-1.4,11,-7,0.63,0.9,6
CCOC(=O)c1cnc2c(OC)cccc2c1N1CCN(c2ccccc2OC)CC1,·,5,9,-1.5,-6,-22,-0.82,0.9,2
CC(C)COc1ccc(C(=O)NCc2ccco2)cc1,0.065,0.78,0,-1.4,13,28,-0.027,0.9,2
N=c1ccn(Cc2cccc(Cl)c2)cc1,0.33,-0.6,4,-1.1,14,-8,-0.43,0.9,24
CCn1cc(C(=O)OCc2cccc(Br)c2)c(=O)c2ccc(C)nc21,6.6*,0.42,-10,·,11,·,-0.81,0.8,·

# Another view of some results above.
molecule	D1 mod	M1 agonist	E coli RNAP	S1P3 agonist	HEK293 NFkB inh	S1P1 ag-PAM	M1 antag	TNAP act DEA	Jurkat viability
CC1CN(C2CCN(C(=O)c3ccccc3Cl)CC2)CC(C)O1 (configuration not stated)	·	-0.51	3	-1.8	·	5	0.9	1.1	·
Cc1sc2nc(CN3CCOCC3)nc(NS(=O)(=O)c3ccc4c(c3)OCCO4)c2c1C	·	-1.7	-3	-0.1	26	5	0.3	1	6

# (listing goes on)
SMILES,D1 mod,M1 agonist,E coli RNAP,S1P3 agonist,HEK293 NFkB inh,S1P1 ag-PAM,M1 antag,TNAP act DEA,Jurkat viability
CCCCOc1ccc(C(=O)O)cc1,1.1,-0.93,0,-1.1,8,-13,0.56,1,-4
CC1CCCCN1CC(=O)NCc1ccc2c(c1)OCO2 (configuration not stated),0.018,-0.15,2,1.7,19,4,-0.13,1,9
CC(=O)Nc1ccc(NC2(C)C(=O)c3ccccc3C2=O)cc1,-0.84,-0.2,5,-1.0,-10,-29,0.13,1,-1
COc1ccccc1N1CCN(CCNC(=O)Nc2cccc(C)c2C)CC1,-1.2,0.92,-4,-0.9,8,10,0,1,2
O=C(COC(=O)c1ccccc1)NCC1CCCO1 (configuration not stated),-0.39,0.52,7,-0.7,2,1,-0.11,0.9,-6
C=CCn1c(NCCO)nc2c1c(=O)n(C)c(=O)n2C,0.00013,·,4,-1.4,13,-23,·,0.9,0
CCn1cc(CNC(=O)c2cc(Cl)ccc2OC)c(C)n1,-0.47,-0.023,5,-0.8,14,·,-0.41,0.9,-2
Cc1cc(Cl)c(S(=O)(=O)NCc2cccnc2)cc1OCC(N)=O,0.21,-0.13,8,1.1,13,·,0.63,0.9,-8
CCOC(=O)N1CCN(C(=O)CSc2nc3c(c(=O)n2-c2ccccc2OC)SCC3)CC1,0.14,0.9,6,-0.1,22,4,0.62,0.9,1
COc1ccc(S(=O)(=O)Nc2cc(C)ccn2)cc1OC,-0.44,-0.36,9,0.1,-3,·,0.022,0.9,-1
C=CCn1c(=O)c2ccccc2n2c(SCC(=O)c3ccccc3)nnc12,0.48,1.6,2,0.1,3,-9,-0.47,0.9,0
CS(=O)(=O)N1CCC(NC(=O)Cc2ccccc2)CC1,·,0.23,6,-0.4,12,-6,2.3,1,2
C=CCN(CC=C)c1nc2ccccc2nc1C(C#N)C(=O)OCCOC (configuration not stated),-0.44,1.2,-9,-0.3,9,-21,-0.27,0.8,2
COCc1cc(C)nc(Nc2ccc(C)cc2C)c1C#N,0.38,-0.63,5,-0.5,0,-12,-0.18,0.8,-9
COc1ccc(-c2cc3nc(C)c(CCC(=O)N4CCCCC4)c(C)n3n2)c(OC)c1,-0.061,0.55,0,-0.3,7,5,-0.0045,0.9,0
CCOC(=O)c1nn(-c2ccccc2C)c(=O)c(C#N)c1C,3.1*,0.61,0,·,18,·,-0.0077,0.9,·
COc1ccc(C(C)C)cc1S(=O)(=O)NCc1ccccn1,·,-0.4,9,-1.4,1,-14,1.2,1,-7
CCOC(=O)CSc1nnc(CNC(=O)c2cccs2)n1Cc1ccccc1,-0.83,0.17,2,0.0,12,16,0.072,0.9,1
CCc1cccc(C)c1NC(=O)C1C2CCC(O2)C1C(=O)O (configuration not stated),-0.22,-1.1,11,0.1,4,3,0.14,0.9,-8
COc1ccc(NC(=O)c2cc(S(=O)(=O)N3CCCCC3)ccc2N2CCCCC2)cn1,·,0.73,4,-0.7,13,-13,0.18,1,1
COc1ccc(-c2cn3c4c(sc3n2)CCCC4)cc1,-5*,-0.24,4,0.0,-69,·,0.42,1,4
COCCNC(=O)c1ccc(CS(=O)(=O)c2ccc(Cl)cc2)o1,0.71,0.1,-2,-1.1,-6,-8,0.43,1,0
CCOC(=O)c1c(NC(=O)c2ccoc2C)sc2c1CCC2,0.94,-0.074,2,-1.2,12,·,-0.45,0.8,-6
CCCCC[C@H](O)/C=C/[C@H]1C=CC(=O)[C@@H]1C/C=C\CCCC(=O)O,4.4,-0.8,8,-2.1,·,-24,1.2,0.8,·
CSc1nc2c(ccc3ccccc32)o1,0.42,-0.14,1,-0.2,9,4,0.13,0.9,-5
COc1ccc(S(=O)(=O)N2CCOCC2)c(Cl)c1Cl,1.8,-0.32,10,-0.1,9,-24,-0.045,0.9,-4
CCCC(=O)NCCCc1nc2ccccc2[nH]1,-0.82,-0.21,2,0.0,20,-18,-0.41,1,-5
c1ccc(C(c2nnnn2C2CCCC2)N2CCCCCC2)nc1 (configuration not stated),·,0.035,4,0.3,16,-2,-1.9,0.9,-2
CCOC(=O)c1ccccc1NC(=O)Cn1cnc2c(cnn2-c2ccc(F)cc2)c1=O,·,·,6,0.0,2,4,·,1,0
O=c1c(F)cn(C2CCCO2)c(=O)n1Cc1c(F)cccc1Cl (configuration not stated),6.2*,-0.015,6,0.0,-4,4,0.00092,0.9,-5

# 4 compounds already listed, ordered by formula weight, smallest number first.
SMILES,D1 mod,M1 agonist,E coli RNAP,S1P3 agonist,HEK293 NFkB inh,S1P1 ag-PAM,M1 antag,TNAP act DEA,Jurkat viability
CCOC(=O)c1nn(-c2ccccc2C)c(=O)c(C#N)c1C,3.1*,0.61,0,·,18,·,-0.0077,0.9,·
CCc1cccc(C)c1NC(=O)C1C2CCC(O2)C1C(=O)O (configuration not stated),-0.22,-1.1,11,0.1,4,3,0.14,0.9,-8
CCCCC[C@H](O)/C=C/[C@H]1C=CC(=O)[C@@H]1C/C=C\CCCC(=O)O,4.4,-0.8,8,-2.1,·,-24,1.2,0.8,·
CCOC(=O)CSc1nnc(CNC(=O)c2cccs2)n1Cc1ccccc1,-0.83,0.17,2,0.0,12,16,0.072,0.9,1

# Next section
SMILES,D1 mod,M1 agonist,E coli RNAP,S1P3 agonist,HEK293 NFkB inh,S1P1 ag-PAM,M1 antag,TNAP act DEA,Jurkat viability
CC(C(=O)Nc1cccnc1)N1C(=O)C2C3C=CC(C3)C2C1=O (configuration not stated),0.47,-0.36,6,-0.3,17,-13,0.42,0.9,-12
O=C(COC(=O)CSCC(=O)N1CCCCC1)NCc1ccc(F)cc1,0.54,-0.046,6,-0.2,15,13,0.19,0.9,-2
O=C(O)CCCCCn1c(SCC(=O)N2CCCC2)nc2ccsc2c1=O,0.024,-1.1,-10,·,7,·,-0.026,1,·
Cc1cccc(Cn2c(CN3CCN(Cc4ccccc4)CC3)nc3c2c(=O)[nH]c(=O)n3C)c1,0.54,0.57,-1,0.2,-6,-27,-0.79,1,-12
CCCn1c2c(c(O)c(C(=O)Nc3ncccc3O)c1=O)CCCC2,·,0.12,-5,-1.6,15,14,0.078,1,6
O=C(NCc1ccco1)c1ccc(COCC(F)(F)F)cc1,-0.94,-0.034,0,-0.7,2,5,0.008,0.9,-14
CCC(=O)Nc1cc(C(F)(F)F)ccc1N1CCOCC1,0.64,0.5,5,-1.0,8,-15,2,1,-12
Cc1ccc(-c2noc(CCCC(=O)N3CCOCC3)n2)cc1,-0.093,-0.55,5,-0.3,16,-15,-0.46,1,-2
CCn1c(SCC(=O)O)nnc1C1CCCCC1,-1.1,-0.82,3,-0.1,11,-4,-4.7*,0.9,-2
Cc1cccc(NC(=O)c2cnc3sccn3c2=O)n1,-0.043,-1.4,-7,-0.4,-13,-12,0.2,0.9,-6
Cc1cc(C)n2nc3nc(N4CCCC4)nc(-c4ccccc4)c3c2n1,4.8*,0.74,4,-0.5,11,9,0.18,1,-4
CCOc1ccc2cc(C#N)c(SCC(=O)NC(C)CC)nc2c1 (configuration not stated),-0.24,-0.89,13,0.1,4,3,-0.067,0.9,2
